High-throughput results deposited in PubChem BioAssay by several laboratories.
eLon inh: inhibits E. coli Lon protease; P0A9M0; purified E. coli Lon protease, fluorescence polarization; inhibition, % at 7.94 µM; hit rate 0.42% among 360,000; AID 602123; in the data active = inhibition above about 13%, passing the limit was not always enough;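 also: 0% = enzyme with probe and DMSO and 100% = no enzyme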
Rin1 Abl inh: human Rin1-Abl interaction inhibition; TR-FRET Rin1/Abl binding, biochemical; inhibition, % at 7.35 µM; hit rate 0.4% among 360,000; in the data active = inhibition above about 5%, passing the limit was not always enough
NRP1-CendR mod: NRP-1/CendR interaction modulation; O14786; FAM-RPARPAR peptide binding to NRP-1, fluorescence polarization; inhibition, % at 25 µM; hit rate 0.85% among 360,000; AID 602438;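 active = inhibition or corrected inhibition above about 18%, plus a signal ratio from 0.5 to 1.5, limit read from the data, passing the limit was not always enough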; also: strong numbers were not always called active
Target sequence (O14786 whole entry, looked up): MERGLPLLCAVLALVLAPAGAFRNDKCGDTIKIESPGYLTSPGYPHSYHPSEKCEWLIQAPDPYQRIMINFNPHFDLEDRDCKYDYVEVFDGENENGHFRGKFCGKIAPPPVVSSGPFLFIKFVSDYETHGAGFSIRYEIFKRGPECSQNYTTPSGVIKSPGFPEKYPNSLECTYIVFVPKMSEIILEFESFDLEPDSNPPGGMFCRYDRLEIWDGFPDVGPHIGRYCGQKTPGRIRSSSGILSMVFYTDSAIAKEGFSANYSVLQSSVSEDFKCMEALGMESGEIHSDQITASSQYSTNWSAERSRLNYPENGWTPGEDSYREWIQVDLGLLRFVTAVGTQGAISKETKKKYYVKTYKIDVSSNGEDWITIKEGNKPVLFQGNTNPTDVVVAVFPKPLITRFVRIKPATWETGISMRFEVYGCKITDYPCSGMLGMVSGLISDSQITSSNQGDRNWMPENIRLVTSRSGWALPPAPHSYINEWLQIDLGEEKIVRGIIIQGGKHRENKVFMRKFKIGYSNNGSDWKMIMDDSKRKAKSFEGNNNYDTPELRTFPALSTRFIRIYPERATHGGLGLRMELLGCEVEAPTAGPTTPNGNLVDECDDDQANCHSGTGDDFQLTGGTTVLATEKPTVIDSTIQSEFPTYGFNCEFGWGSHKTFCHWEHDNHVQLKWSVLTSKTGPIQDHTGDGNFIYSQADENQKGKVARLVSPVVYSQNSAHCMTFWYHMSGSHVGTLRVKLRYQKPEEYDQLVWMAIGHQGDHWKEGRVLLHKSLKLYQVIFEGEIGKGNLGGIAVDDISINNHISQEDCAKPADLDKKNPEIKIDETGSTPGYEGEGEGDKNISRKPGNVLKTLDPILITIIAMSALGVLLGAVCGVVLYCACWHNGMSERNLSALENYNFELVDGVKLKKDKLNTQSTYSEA
SKN-1 block: blocks SKN-1 activity in C. elegans. C. elegans VP596 Pgst-4::GFP/RFP ratio, acrylamide-induced, 24 h. inhibition, % at 21.8 µM. hit rate 0.49% among 360,000. AID 624304;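 active = interference check ratio from 0.5 to 1.5 plus GFP to RFP signal ratio inhibition reaching or exceeding a fixed threshold, cut at about 30% in these data, passing the limit was not always enough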; also: some compounds called inactive have numbers as strong as hits
Neddylation inh: inhibitors of human cullin neddylation; TR-FRET cullin neddylation, biochemical; calls only at 25 µM; hit rate 0.58% among 360,000; in the data active = inhibition above about 36%
MsrA inh: bovine MsrA inhibition. purified bovine MsrA, absorbance read-out. inhibition, % at 15.5 µM. hit rate 0.75% among 360,000. AID 651718; in the data active = inhibition above about 4.5%;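 also: 0% = vehicle wells with enzyme and 100% = reference inhibitor wells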
MT1-MMP act inh: blocks activation of human MT1-MMP; P50281; HT1080 RFP-PRO-GFP cells, GFP/RFP ratio fluorescence, overnight; percent of plate control window, DMSO zero; GFP/RFP ratio change, % at 20 µM; hit rate 0.061% among 360,000;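 active = GFP/RFP ratio change of at least 30% with cell ATP level not reduced by more than half and red fluorescence within 50% of control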; also: strong numbers were not always called active
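Material: RFP-PRO-GFP reporter HT1080 cells. Dosing: single-point 20 µM compound, 1% DMSO. Controls: DMSO and RFP-L50D-GFP cell wells. Timing: cells overnight before dosing, compound overnight, 37 °C, 5% CO2. Measure: GFP/RFP fluorescence ratio.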
FAS-TE inh: blocks the thioesterase domain of human fatty acid synthase; inhibition, % at 15 µM; hit rate 0.67% among 360,000; recombinant FAS-TE, OMFH fluorogenic substrate, fluorescence endpoint; P49327;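 active = compounds whose normalised, plate-corrected inhibition of enzyme fluorescence in the single-dose primary screen is 50% or more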;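 also: 0% = DMSO with enzyme and 100% = substrate without enzyme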
MsrA act: activators of bovine methionine sulfoxide reductase A; purified bovine MsrA, absorbance read-out; activation, % at 10.6 µM; hit rate 0.3% among 360,000; AID 602163; in the data active = activation above about 7.5%;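 also: 0% = vehicle and 100% = reference activator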
Starred values were filed as active, the others as inactive; i = inactive; . = no result given.

entry | Structure | eLon inh | Rin1 Abl inh | NRP1-CendR mod | SKN-1 block | Neddylation inh | MsrA inh | MT1-MMP act inh | FAS-TE inh | MsrA act
1 | Cc1nc(NC(=O)CSc2nnc(-c3ccccc3)c(-c3ccccc3)n2)c(Cl)cc1Cl | -2 | 0 | -22 | 13 | i | -0.9 | -12 | 13 | -2
2 | c1ccc2nc(-c3nc4ccccc4[nH]3)ccc2c1 | 0 | -2 | -14 | 7 | i | 5.0* | 2 | -6 | -4
3 | CN(Cc1cccc(F)c1)C(=O)c1ccc(NS(=O)(=O)c2ccc3[nH]c(=O)[nH]c3c2)cc1 | 12 | -1 | -7 | 1 | i | -0.4 | 7 | 0 | -9
4 | Nc1cc(Cl)ccc1C(=O)OCC(=O)N1CCCCCC1 | 5 | 2 | 16 | -6 | i | 0.2 | 1 | 3 | 0
5 | Cc1ccsc1/C=N/Nc1nc2ccccc2[nH]1 | -4 | -3 | -14 | 2 | i | 4.8* | 14 | -7 | -6
6 | CCOC(=O)Cc1csc(NC(=O)c2sc3nc4ccc(CC)cc4cc3c2N)n1 | -7 | -3 | -129 | -4 | i | 0.2 | -74 | -15 | -1
7 | O=S(=O)(c1ccccc1)N1CCN(C(=S)NC2CCCC2)CC1 | -3 | 2 | 4 | 2 | i | -0.1 | 1 | 0 | -9
8 | O=C(CSc1ccc(Br)cc1)NC1CCCCCC1 | -7 | -2 | 7 | 5 | i | -1.4 | 5 | 12 | -1
9 | CCNC(=O)c1ccc(CSc2nc3ccccc3s2)cc1 | -6 | 1 | 15 | 7 | i | -1.2 | -1 | 4 | 0
10 | Cc1cc(C(=O)CN2C(=O)NC(C)(CC(C)C)C2=O)c(C)n1-c1ccc2c(c1)OCO2 (centres undefined) | -4 | 4 | -6 | 6 | i | 1.1 | 0 | 1 | -4
11 | CC[C@@H]1Cc2cc(O)ccc2C2=C1c1ccc(O)cc1C[C@H]2CC | -2 | 2 | 6 | 25 | . | 2.3 | -15 | 28 | -3
12 | CC(NC(=O)CSc1nc2ccc(N)cc2s1)c1ccccc1 (centres undefined) | -4 | 0 | 7 | 13 | i | 0.6 | 0 | -4 | -5
13 | CC(C)OC(=O)CSc1nnc(-c2cnccn2)n1Cc1ccco1 | -4 | 4 | -6 | 6 | i | 0.6 | 8 | -1 | -2
14 | CSCc1ccc(C(=O)NCCSc2ccc(Br)cc2)cc1 | 9 | 3 | 4 | 6 | i | 0.4 | 2 | 14 | -3
15 | CCN(c1cccc(C)c1)S(=O)(=O)c1csc(C(N)=O)c1 | -6 | 2 | 6 | 9 | i | 0.6 | -2 | -2 | -1
16 | COC(=O)c1c(NC(=O)c2ccccc2[N+](=O)[O-])sc2c1CC(C)(C)NC2(C)C | -14 | -3 | -12 | 1 | i | -0.2 | -5 | -6 | -4
17 | COc1ccc(C(C(=O)NC2CCCC2)N(Cc2ccco2)C(=O)c2snc(C(N)=O)c2N)cc1OC (centres undefined) | 8 | 2 | 3 | -7 | i | 0.5 | 3 | -1 | -6
18 | O=C(CCN1C(=O)C2CC=CCC2C1=O)Nc1cccc(Cl)c1 (centres undefined) | -7 | -1 | 9 | -4 | i | -1.5 | 4 | -8 | -4
19 | Cn1c(=O)c2c(ncn2CCOc2ccc(Br)cc2)n(C)c1=O | -5 | 5 | -1 | 10 | i | -0.9 | -1 | 0 | -1
20 | Fc1cccc(CCN2C(=S)NC[C@@H]2Cc2ccccc2)c1 | 4 | -1 | 9 | 23 | i | 0.3 | -1 | 4 | -3
21 | CCc1ccc2c(c1)C(c1ccncc1)=NNC(c1ccccc1)=N2 | 1 | 0 | -5 | 9 | i | 2.1 | -1 | 2 | -7
22 | CC(=O)NCCc1nc2cc(NC(=O)COc3cccc(C)c3)ccc2n1C | 8 | 2 | -3 | 7 | i | -0.5 | 0 | -3 | -5
23 | CC(C)OC(=O)N(C)c1ccc(C(O)(C(F)(F)F)C(F)(F)F)cc1 | -4 | 3 | 11 | 4 | i | 1.8 | 26 | 2 | -10
24 | Cc1ccc(S(=O)(=O)c2cc(OC(=O)c3ccco3)ccc2OC(=O)c2ccco2)cc1 | -4 | 0 | -2 | -6 | i | 1.0 | 3 | 31 | -8
25 | COc1ccc(-c2csc(NC(=O)c3ccc(S(=O)(=O)N4CCc5ccccc5C4)cc3)n2)cc1 | 13 | -2 | -7 | 0 | i | 0.1 | -4 | 22 | -1
26 | COc1cccc(C(N)=O)c1OC(=O)Cc1ccccc1F | -7 | 1 | -3 | 1 | i | 1.4 | -5 | -2 | -1
27 | CC1=NNC(=O)C1CC(=O)N/N=C/C(C)=C/c1ccccc1 (centres undefined) | -8 | -1 | 3 | 11 | i | 0.1 | 3 | -8 | -5
28 | COc1ccc2nc(SCc3cccc(C)c3)nc(C)c2c1 | -13 | -1 | -17 | 7 | i | -1.2 | 3 | 35 | -5
29 | COc1ccc(C(=Cc2ccccc2[N+](=O)[O-])C(=O)O)cc1 | -12 | 1 | 3 | 8 | i | 2.5 | 1 | -6 | -6
30 | Cc1cc(C)n2c(SCC(=O)Nc3cccc(S(N)(=O)=O)c3)nnc2n1 | -5 | 5 | 24* | 10 | i | 1.4 | 1 | -6 | -1
31 | Cc1ccccc1OCC(=O)N/N=C/c1ccc(N2CCOCC2)o1 | -3 | -3 | 10 | 16 | i | -0.4 | 1 | -2 | -4
32 | CC(C)CSc1nc(N2CCOCC2)c2c(c1C#N)CC(C)(C)SC2 | -7 | 2 | -13 | -27 | i | 0.1 | -2 | 9 | -7
33 | Cc1cccc(C)c1-n1nnnc1C(C1CC1)N1CCN(C/C=C/c2ccccc2)CC1 (centres undefined) | -9 | 3 | 9 | -1 | i | 2.8 | 1 | 10 | -2
34 | CC(C)C[C@H]1CN=C(Nc2ccccc2)N1CC1CCCC1 | -6 | 0 | -74 | 7 | i | -1.8 | 5 | -12 | -4
35 | CSCCC(NC(=O)c1ccccc1Cl)C(=O)NCc1ccncc1 (centres undefined) | -7 | -1 | 5 | 0 | i | -1.4 | 3 | -10 | 4
36 | Cc1ccc(-n2ncc3c(NNC(=O)c4ccco4)ncnc32)cc1C | 4 | -1 | 6 | 25 | i | -1.0 | 3 | -1 | -3
37 | COc1cccc(-c2ccc3nccn3c2)c1 | -22 | -4 | -48 | -3 | i | 0.0 | -8 | -6 | -1
38 | Cc1ccccc1CSCC(=O)NC(=O)NC(C)(C)C | 2 | 1 | 13 | 8 | i | 0.0 | 3 | 0 | -1
39 | O=C(NCc1ccccc1)C(c1cccs1)N(C(=O)c1csnn1)C1CC1 (centres undefined) | -13 | -2 | -8 | 20 | i | -1.0 | 6 | -5 | 0
40 | COCCN(C(=O)CC(C)(C)C)c1nnc(-c2cccnc2)s1 | -9 | 0 | -8 | -8 | i | 0.2 | 0 | -5 | -3
41 | Cn1cc(Cl)nc1C(O)c1ccccc1 (centres undefined) | 11 | -3 | -6 | 4 | i | -0.3 | 5 | -12 | -1
42 | O=C(c1cc(-c2ccc(Cl)c(Cl)c2)on1)N1CCOCC1 | 3 | 6 | -9 | -1 | i | 0.0 | 2 | 1 | -3
43 | O=C(c1cc(C2CC2)nn1-c1ccccc1)N1CCN(c2ccccc2O)CC1 | -7 | 0 | 0 | 12 | i | -1.9 | -8 | 8 | -3
44 | N#CC1(C#N)OC12CCS(=O)(=O)c1ccccc12 (centres undefined) | -11 | 3 | 12 | -4 | i | 1.2 | -3 | -3 | -2
45 | COC(=O)c1ccc(CSc2nnc(CNC(=O)c3ccccc3F)o2)o1 | -1 | 8.5* | 8 | 2 | i | -2.3 | -3 | -1 | -3
46 | CCN(CC)S(=O)(=O)c1ccc(OC)c(NS(=O)(=O)c2ccc(F)cc2)c1 | 8 | 2 | 7 | 16 | i | -0.2 | 5 | -2 | -2
47 | C/C(=N\NC(=O)c1cc(Cl)ccc1O)c1ccc(Br)s1 | -3 | -3 | -9 | 5 | i | 0.6 | 0 | -4 | 4
48 | CS(=O)(=O)N1CCN(C(=S)NCc2ccc(Cl)cc2)CC1 | 2 | 4 | 4 | -3 | i | -0.3 | 2 | -3 | -14
49 | Cc1ccc(-c2nc(CS(=O)CC(=O)NCCN3CCOCC3)c(C)o2)cc1 (centres undefined) | -3 | -4 | 5 | 7 | i | 0.9 | -2 | -6 | -3
50 | c1ccc(CN2CCC(N3CCC(N4CCCCCC4)CC3)CC2)cc1 | -5 | 1 | 2 | -2 | i | . | 3 | -7 | -5
51 | O=C(NCCCN1CCCC1=O)c1cn(-c2ccccc2)nc1-c1ccccc1 | 0 | 4 | -9 | 3 | i | 0.4 | -3 | -4 | -8
52 | O=C(O)c1ccc(Sc2nnc3ccccn23)c([N+](=O)[O-])c1 | -3 | 3 | 3 | -9 | i | 0.8 | 4 | -6 | -2
53 | COc1ccc(CCN2CCCC(CN(C)Cc3cc(OC)c(OC)c(OC)c3)C2)cc1 (centres undefined) | -7 | -3 | 4 | 23 | i | -0.3 | 0 | -5 | -2
54 | O=C(CN(c1ccc(F)cc1)S(=O)(=O)c1ccccc1)NC1CC2CCC1C2 (centres undefined) | 2 | -1 | -1 | -2 | i | 0.1 | 6 | 1 | -7
55 | Cc1cc(Cl)c(S(N)(=O)=O)cc1OCC(N)=O | 2 | 0 | 3 | 4 | i | -0.3 | 8 | -9 | -4
56 | COc1cc(NC(=O)COC(=O)CNC(=O)c2ccc(Cl)cc2)c(C)cc1[N+](=O)[O-] | -3 | -3 | -5 | -11 | i | 1.3 | . | -11 | -3
57 | COC(=O)c1ccc(/C=N\NC(=O)c2c(C)nc3ccc(Cl)cn23)cc1 | -4 | -2 | -1 | -5 | i | . | -2 | -8 | -9
58 | COc1ccccc1-c1cnc2c(c1)C(=O)N([C@@H](C)CO)C[C@@H](C)[C@@H](CN(C)C(C)=O)O2 | -10 | 2 | 4 | -8 | i | -0.3 | -1 | -7 | -7
59 | CCOCC(=O)Nc1cc([N+](=O)[O-])ccc1C | 12 | -1 | -6 | -1 | i | -1.0 | -1 | -10 | -6
60 | COc1ccc2[nH]c(C(=O)N3CCN(c4ccccc4F)CC3)c(C)c2c1 | -2 | -1 | 5 | 3 | i | 3.4 | 0 | 7 | -1

More entries follow.
entry | Structure | eLon inh | Rin1 Abl inh | NRP1-CendR mod | SKN-1 block | Neddylation inh | MsrA inh | MT1-MMP act inh | FAS-TE inh | MsrA act
61 | CC1CCCN(C(=O)C2CCN(Cc3ccc4c(c3)OCO4)CC2)C1 (centres undefined) | -8 | 2 | -3 | 9 | i | -0.8 | 3 | -4 | -1
62 | Nc1cc(=O)n(Cc2ccco2)c(=S)[nH]1 | 3 | 2 | -14 | 13 | i | 0.0 | 0 | -10 | -3
63 | C[C@@H](N)C(=O)NC[C@H]1CC[C@H](C(=O)N[C@@H](Cc2ccccc2)C(=O)O)CC1 | 2 | 1 | 5 | 14 | i | -0.6 | 2 | -1 | -6
64 | CCc1nc2ccc(C(=O)NCc3ccc(OC)cc3)cn2c1N(CCC(C)C)CCN(C)C | 11 | 5 | 12 | -1 | i | -1.5 | -1 | -6 | -3
65 | C=C1[C@@H](CCO)N(S(=O)(=O)C(C)(C)C)C[C@@H]1C | 9 | -3 | -2 | 3 | i | 1.3 | 0 | -6 | 0
66 | Cc1cc(C)c2oc(C(=O)Nc3ccc(S(=O)(=O)N4CCCC(C)C4)cc3)cc(=O)c2c1 (centres undefined) | -5 | 1 | 2 | 14 | i | 0.5 | 5 | 15 | -4
67 | CC(=O)N1CCN(S(=O)(=O)c2cccc(C(=O)Nc3ccc4c(c3)CCC4)c2)CC1 | -2 | 4 | 7 | -17 | i | -0.3 | 6 | -2 | -10

Two entries from above, with one line to a screen:
61: CC1CCCN(C(=O)C2CCN(Cc3ccc4c(c3)OCO4)CC2)C1 (centres undefined)
62: Nc1cc(=O)n(Cc2ccco2)c(=S)[nH]1

entry no.	61	62
eLon inh	-8	3
Rin1 Abl inh	2	2
NRP1-CendR mod	-3	-14
SKN-1 block	9	13
Neddylation inh	i	i
MsrA inh	-0.8	0.0
MT1-MMP act inh	3	0
FAS-TE inh	-4	-10
MsrA act	-1	-3
